# Bioassay records from PubChem.
# Imprint erasure: induces erasure of genomic imprints in mouse ES cells; mouse ES Peg3-LacZ reporter, beta-gal luminescence, 40 h; Potency, µM (top dose mostly 60.7 µM), inactives show at the highest dose activity change, positive = activation, usual class: activators; hit rate 0.02% among 110,000; active means well fitted activation curve with a large enough effect; inconclusive means small, poorly fitted or top-dose-only effect; inactive means no such curve, though single readings can be large or run the other way;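 further: 0% = negative control wells on the plate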
#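 Each well holds 300 Peg3LacZ-Neo (maternal) female ES cells incubated 40 h at 37C, 5% CO2. LacZ is measured by BetaGlo luminescence, with AC50 and maximum efficacy derived from dose-response curves.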
# Starred values were filed as active, the others as inactive; ? = inconclusive; & = joins results of further samples; [ ] = remark or other dose. Potency means the concentration at half of the fitted maximal effect. A portion of the library. The share of hits here may be higher or lower than overall.
Compound | Imprint erasure
CSC(=[SH+])N=N/C(=C1/C=CC=CN1)c1ccccn1.[Cu][Br] | -65%[inhibitor][10.9 µM]
Cc1ccc(NC(=O)OCCN2CCN(S(=O)(=O)c3ccc(C)cc3)CCC2=O)cc1 | -13%
COc1ccc(COc2cc(-c3cccc(OC)c3)nc3ccc(NC(=O)c4ccc(Cl)cc4)cc23)cc1 | -16%[40.7 µM]
CC1=C(C/C=C(\C)CCCC(C)CCCC(C)CCCC(C)C)C(=O)c2ccccc2C1=O (stereo unspecified) | 2%
C[C@@H]1C(c2cccc(Cl)c2)=NN(c2ccc(Br)cc2)[C@H]1C(=O)N1CCOC1=O | -5%
N[C@@H](CCCC(=O)O)C(=O)O | 1%
Cc1cc(C)cc(NC(=O)OCCN2CCN(Cc3ccccc3)CCC2=O)c1 | -14%
O=C(/C=C/c1ccccc1)NC(NC(=S)Nc1cccc2cccnc12)C(Cl)(Cl)Cl (stereo unspecified) | -5%
CCCCCCCCCCCCOCCOCCOCCOCCO | 21%
COc1c2c(nc3ccccc13)OC(C(C)(O)CO)C2 (stereo unspecified) | -3%
COC(=O)C(N)Cc1ccc(Cl)cc1 (stereo unspecified) | -4%
CC(=O)N[C@H](C(=O)O)C(C)(C)SN=O | -10%
CCOC(=O)C1C/C(=C\C(C)=O)c2cccc(C(F)(F)F)c2O1 (stereo unspecified) | -12%
CC(C)=CCOc1ccc(/C=C/C(=O)c2ccc(OCC=C(C)C)cc2OCC(=O)O)cc1 | 8%
COc1cc(C2CC(=O)Oc3cc(C)cc(C)c32)cc(OC)c1OC (stereo unspecified) | -14%
COc1ccc2[nH]c(-c3ccccc3)cc(=O)c2c1 | -89%[inhibitor][97.3 µM]
O=C1OCCN1C(=O)[C@H]1[C@H](c2ccc(F)cc2)C(c2ccccc2)=NN1c1ccc(Br)cc1 | 1%[40.7 µM]
Cc1cccc(C2=NN(c3ccccc3)[C@H](CO)[C@H]2C)c1 | -18%
Cc1ccc2[nH]c(-c3ccc(F)cc3F)cc(=O)c2c1 | -15%[97.3 µM]
CCCCCCCCCCCCCCCCCCO | 1%
N[C@@H](CCC(=O)N[C@H](CSN=O)C(=O)NCC(=O)O)C(=O)O | -6%
CCCCCCCCCCCCCCCCCC(=O)OC(CC(=O)O)C[N+](C)(C)C (stereo unspecified) | -26%
O=C1CC(c2ccc3c(c2)OCO3)c2ccc(O)cc2O1 (stereo unspecified) | 6%
OC[C@@H]1[C@@H](c2ccc(F)cc2)C(c2cccc(Cl)c2)=NN1c1ccccc1 | -26%
O=C1C[C@@H]2CCN3C(=O)CCC[C@@H]([C@H]23)[C@H]1Cc1ccccc1 | -6%
CSC(N)=NCCC[C@H](N)C(=O)O | -8%
O[C@@H](c1cc(C(F)(F)F)nc2c(Cl)cc(Cl)cc12)C1CCCCN1 (stereo partly specified) | 18%[10.9 µM]
CC(=O)O[C@]1(C(C)=O)CC[C@H]2[C@@H]3C=C(Cl)C4=CC(=O)CC[C@]4(C)[C@H]3CC[C@@]21C | 5%
CN1CCc2cc(Cl)c(O)cc2C(c2ccccc2)C1 (stereo unspecified) | -11%
NC(=O)c1cc[n+](CC2=C(C(=O)O)N3C(=O)[C@@H](NC(=O)[C@@H](c4ccccc4)S(=O)(=O)[O-])[C@H]3SC2)cc1 | 8%
COc1cc2c(cc1O)CCC1C2CC[C@]2(C)[C@@H](O)CC[C@@H]12 (stereo partly specified) | -14%
COc1cc2oc(=O)cc(-c3ccc(-c4ccc(CO)cc4)cc3)c2c(OC)c1OC | -15%
O=c1[nH]c(=O)n(C2CCCO2)cc1F (stereo unspecified) | -30%
O=C1OCCN1C(=O)[C@H]1[C@H](c2ccccc2)C(c2ccc(F)cc2)=NN1c1ccccc1 | -6%
C[C@](N)(Cc1ccc(O)cc1)C(=O)O | -3%&0%
NCC1OC(O[C@@H]2[C@H](O)[C@@H](OC3C(O)C(N)CC(N)C3OC3OC(CO)C(O)C(O)C3N)O[C@@H]2CO)C(N)C(O)C1O (stereo partly specified) | -5%
CN1CCc2c(cc(O)c(O)c2Cl)C(c2cccc(Cl)c2)C1 (stereo unspecified) | -15%
CCCCCC(O)c1cccc(OCc2ccc3ccccc3n2)c1 (stereo unspecified) | -18%
C[C@]12CCC(=O)C=C1CC[C@@H]1[C@@H]2[C@@H](O)C[C@@]2(C)[C@H]1CC[C@]2(O)C(=O)COC(=O)CCC(=O)O | -5%
CN(Cc1ccccc1)C(=O)[C@H](Cc1ccc2ccccc2c1)NC(=O)[C@@H]1C[C@@H](O)CN1C(=O)c1cn(C)c2ccccc12 | -7%
C[C@@]12C[C@H](O)C3[C@H](CCC4=CC(=O)CC[C@]43C)[C@H]1CC[C@@H]2c1csc(-c2ccccc2)n1 (stereo partly specified) | -1%[10.9 µM]
OC[C@@H]1[C@@H](c2ccc(F)cc2)C(c2ccc(F)cc2)=NN1c1ccccc1 | -14%
Nc1ncnc2c1nc(Br)n2C1O[C@H]2COP(=O)(O)O[C@@H]2C1O (stereo partly specified) | -7%
CCCCCCCCCCCCCCCCO | 1%
CN1CCN(CC/C=C2/c3ccccc3Sc3ccc(S(=O)(=O)N(C)C)cc32)CC1 | -9%
Cc1ccccc1C1CC(=O)Oc2ccc(C(C)(C)C)cc21 (stereo unspecified) | 1%
CC(C)(C)OC(=O)[C@H](C1N[C@@H](C(=O)O)C(C)(C)S1)N1C(=O)c2ccccc2C1=O (stereo partly specified) | -6%[10.9 µM]
O=C(O)CC[C@H](NC(=O)c1ccccc1C(=O)O)C(=O)O | 12%
COc1cccc(-c2cc(=O)c3cc(NC(=O)c4cccnc4)ccc3[nH]2)c1 | -2%
Cc1cccc(C)c1OCC(N)C(C)C (stereo unspecified) | -20%
CC(C)n1nnc2cc(C(=O)O)ccc21 | -4%
O=C(O)C1CN(CCCP(=O)(O)O)CCN1 (stereo unspecified) | -4%
CCOC(=O)C1C(C(=O)OC)=C(c2ccc(F)cc2)c2ccccc2N1S(=O)(=O)C(F)(F)F (stereo unspecified) | -13%
Nc1nc(Cl)nc2c1ncn2[C@@H]1O[C@H](COP(=O)(O)OP(=O)(O)OP(=O)(O)O)[C@H](O)[C@H]1O | -9%
COc1ccc(CCCn2ncc3c2nc(N)n2nc(-c4ccco4)nc32)cc1 | -15%
CC1(C)[C@@H](O)CC[C@]2(C)[C@H]3C(=O)C=C4[C@@H]5C[C@@](C)(C(=O)O)CC[C@]5(C)CC[C@@]4(C)[C@]3(C)CC[C@@H]12 | -3%
COc1cc(OC)c2c(c1)OC(=O)CC2c1ccccc1OC (stereo unspecified) | -10%
CN1CCN(C2Cc3ccccc3Sc3ccc(S)cc32)CC1 (stereo unspecified) | -9%
COc1cc(OC)c2ccc(=O)oc2c1C(CCN1CCOCC1)c1ccc2c(c1)OCO2 (stereo unspecified) | -5%
COc1ccccc1C1CC(=O)Oc2cc(C)c(Br)c(C)c21 (stereo unspecified) | -18%

# Continuation.
Compound | Imprint erasure
CC1CCN=C(N)S1 (stereo unspecified) | -1%
COc1cc(C(O)C(=O)O)ccc1O (stereo unspecified) | -10%
COc1cc2c(c(OC)c1OC)C(c1ccc3c(c1)OCO3)CC(=O)O2 (stereo unspecified) | -5%
Cc1nn(C)c2nc(NNC(=O)Nc3cc(Cl)nc(Cl)c3)cc(C(C)C)c12 | -15%
Brc1ccc(C2=N[C@@H](Cc3ccccc3)CO2)cc1 | -23%
O=C(Nc1ccc(Cl)cc1)OCCN1CCN(Cc2ccccc2)CCC1=O | -16%
C[N+](C)(C)C(C1=CCCC1=O)c1ccccc1 (stereo unspecified) | -12%[10.9 µM]
O=P(O)(O)OC1[C@H](O)[C@H](OP(=O)(O)O)C(OP(=O)(O)O)[C@H](OP(=O)(O)O)[C@H]1O (stereo partly specified) | -5%[2 µM]
CC(C)CCC[C@@H](C)[C@H]1CC[C@H]2[C@@H]3CC=C4C[C@@H](O)CC[C@]4(C)[C@H]3CC[C@]12C | -4%
CCCc1c(OCC(O)COc2ccc3c(=O)cc(C(=O)O)oc3c2CCC)ccc(C(C)=O)c1O (stereo unspecified) | -17%
OC[C@@H]1[C@@H](c2ccc(Cl)cc2)C(c2cccc(Cl)c2)=NN1c1ccccc1 | -38%[inhibitor]
CC(=O)N1CC[C@@H]2CC(=O)CC[C@@H]21 | -1%[97.3 µM]

# 19 of these compounds, set out differently.
Imprint erasure,SMILES
-9%,Nc1nc(Cl)nc2c1ncn2[C@@H]1O[C@H](COP(=O)(O)OP(=O)(O)OP(=O)(O)O)[C@H](O)[C@H]1O
-15%,COc1ccc(CCCn2ncc3c2nc(N)n2nc(-c4ccco4)nc32)cc1
-3%,CC1(C)[C@@H](O)CC[C@]2(C)[C@H]3C(=O)C=C4[C@@H]5C[C@@](C)(C(=O)O)CC[C@]5(C)CC[C@@]4(C)[C@]3(C)CC[C@@H]12
-10%,COc1cc(OC)c2c(c1)OC(=O)CC2c1ccccc1OC (stereo unspecified)
-9%,CN1CCN(C2Cc3ccccc3Sc3ccc(S)cc32)CC1 (stereo unspecified)
-5%,COc1cc(OC)c2ccc(=O)oc2c1C(CCN1CCOCC1)c1ccc2c(c1)OCO2 (stereo unspecified)
-18%,COc1ccccc1C1CC(=O)Oc2cc(C)c(Br)c(C)c21 (stereo unspecified)
-1%,CC1CCN=C(N)S1 (stereo unspecified)
-10%,COc1cc(C(O)C(=O)O)ccc1O (stereo unspecified)
-5%,COc1cc2c(c(OC)c1OC)C(c1ccc3c(c1)OCO3)CC(=O)O2 (stereo unspecified)
-15%,Cc1nn(C)c2nc(NNC(=O)Nc3cc(Cl)nc(Cl)c3)cc(C(C)C)c12
-23%,Brc1ccc(C2=N[C@@H](Cc3ccccc3)CO2)cc1
-16%,O=C(Nc1ccc(Cl)cc1)OCCN1CCN(Cc2ccccc2)CCC1=O
-12%[10.9 µM],C[N+](C)(C)C(C1=CCCC1=O)c1ccccc1 (stereo unspecified)
-5%[2 µM],O=P(O)(O)OC1[C@H](O)[C@H](OP(=O)(O)O)C(OP(=O)(O)O)[C@H](OP(=O)(O)O)[C@H]1O (stereo partly specified)
-4%,CC(C)CCC[C@@H](C)[C@H]1CC[C@H]2[C@@H]3CC=C4C[C@@H](O)CC[C@]4(C)[C@H]3CC[C@]12C
-17%,CCCc1c(OCC(O)COc2ccc3c(=O)cc(C(=O)O)oc3c2CCC)ccc(C(C)=O)c1O (stereo unspecified)
-38%[inhibitor],OC[C@@H]1[C@@H](c2ccc(Cl)cc2)C(c2cccc(Cl)c2)=NN1c1ccccc1
-1%[97.3 µM],CC(=O)N1CC[C@@H]2CC(=O)CC[C@@H]21

# New compounds follow:
Compound | Imprint erasure
COc1ccc(-c2c(C)cc3oc(=O)cc(-c4ccccc4)c3c2C)cc1C=O | -24%
CC1OC(OC2CCC3(C)C(CCC4C3CC(O)C3(C)C(C5=CC(=O)OC5)CCC43O)C2)CC(O)C1OC1CC(O)C(OC2CC(O)C(OC3OC(CO)C(O)C(O)C3O)C(C)O2)C(C)O1 (stereo unspecified) | 7%
COc1ccc(C2CC(=O)Oc3ccc(O)cc32)cc1 (stereo unspecified) | -1%[97.3 µM]
COc1ccccc1C1CC(=O)Oc2cc(C)c(Cl)cc21 (stereo unspecified) | -8%
OC[C@H]1NC[C@@H](O)[C@@H]1O | -35%[inhibitor]
CCCCCCCCc1ccc(-c2ccc(C(=O)O)cc2)cc1 | 5%
O=C(O)c1ccc(-c2ccc(-c3ccccc3)cc2)o1 | -14%[97.3 µM]
COc1ccc2c(c1)OC(=O)CC2c1cc(OC)c(OC)c(OC)c1 (stereo unspecified) | 13%
Cc1ccccc1C1CC(=O)Oc2cc(C)c(Cl)c(C)c21 (stereo unspecified) | 11%
Cc1ccccc1-c1ccc(C(=O)O)s1 | -16%[97.3 µM]
Cc1ccccc1C1CC(=O)Oc2cc(O)ccc21 (stereo unspecified) | 5%[97.3 µM]
CC1(C)C(C(=O)O)N2C(=O)CC2S1(=O)=O (stereo unspecified) | -1%
O=C1OCCN1C(=O)[C@H]1[C@H](c2ccc([N+](=O)[O-])cc2)C(c2ccccc2)=NN1c1ccc(Br)cc1 | 5%[40.7 µM]
CC(N)(Cc1ccc(O)c(O)c1)C(=O)O (stereo unspecified) | 2%
COC(=O)C1=C(C)NC(C)=C([N+](=O)[O-])C1c1ccccc1C(F)(F)F (stereo unspecified) | -4%
NCCCNCCCCNCCCNC(=O)CCc1ccc(O)cc1 | 0%[10.9 µM]
CCCCC/C=C/C=C1/C(=O)C=C[C@@H]1C/C=C\CCCC(=O)O | -9%
O=C1OCCN1C(=O)[C@H]1[C@H](c2ccc(Cl)cc2)C(c2ccc(F)cc2)=NN1c1ccccc1 | -8%
CC(=O)/C(C)=N/O | -6%
COc1cc2ncnc(Nc3ccc(F)c(Cl)c3)c2cc1OCCCN1CCOCC1 | -12%
CC[C@@H]1C(c2cccc(C)c2)=NN(c2ccccc2)[C@H]1C(=O)N1CCOC1=O | -2%
COc1cc2[nH]c(-c3ccc(C)cc3)cc(=O)c2cc1OC | -13%
COc1cc(OC)c2c(-c3cccc(-c4ccc(O)cc4)c3)cc(=O)oc2c1 | -24%
Cc1cc2oc(=O)cc(-c3ccccc3)c2c(C)c1-c1ccc(OC(F)(F)F)cc1 | -18%
Cc1cccc(C2=NN(c3ccc(Br)cc3)[C@@H](C(=O)N3CCOC3=O)[C@@H]2c2ccc(F)cc2)c1 | -3%[40.7 µM]
CC1OC(OC2C(O)CC(OC3C(O)CC(OC4CCC5(C)C(CCC6C5CCC5(C)C(C7=CC(=O)OC7)CCC65O)C4)OC3C)OC2C)CC(O)C1O (stereo unspecified) | 17%
CC(C)(C)NCC(O)COc1cccc2[nH]c(=O)[nH]c12 (stereo unspecified) | 10%
CC1CNCCN1S(=O)(=O)c1cccc2cnccc12 (stereo unspecified) | ?
